aSyn rescue: alpha-synuclein toxicity inhibition in yeast. Potency, µM (highest dose often 46.1 µM), for inactives: top-dose growth rescue (activation), hits mostly activators. Yeast expressing alpha-synuclein, growth rescue, BacTiter-Glo, 24 h. AID 652106. actives 0.14% (n = 370,000); further: potency means the concentration at half of the fitted maximal effect; % of control where 0% means no effect; nearly all actives have a fitted effect of over 65% in size
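Screening used galactose-induced yeast with toxic alpha-synuclein levels, exposed to compound for 24 hr at 30 deg C. Cell growth, read with BacTiter-Glo luminescence, gave the measured signal.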
PTHR1 ag: PTHR1 (human) receptor agonism | AID 743266 | Potency, µM (titrated, usually from 115 µM), without a hit: top-dose activation, hits mostly activators | Q03431 | HEK293 GP2 PTHR1 cells, GloSensor cAMP luminescence, 1 h | actives 0.075% (n = 410,000); further: potency means the concentration at half of the fitted maximal effect; nearly all actives have a fitted effect of over 55% in size; some results filed as inactive show a strong effect at the top dose; inactives centre near -15; many of its hits are not listed in these tables
Target sequence (Q03431 whole entry, looked up): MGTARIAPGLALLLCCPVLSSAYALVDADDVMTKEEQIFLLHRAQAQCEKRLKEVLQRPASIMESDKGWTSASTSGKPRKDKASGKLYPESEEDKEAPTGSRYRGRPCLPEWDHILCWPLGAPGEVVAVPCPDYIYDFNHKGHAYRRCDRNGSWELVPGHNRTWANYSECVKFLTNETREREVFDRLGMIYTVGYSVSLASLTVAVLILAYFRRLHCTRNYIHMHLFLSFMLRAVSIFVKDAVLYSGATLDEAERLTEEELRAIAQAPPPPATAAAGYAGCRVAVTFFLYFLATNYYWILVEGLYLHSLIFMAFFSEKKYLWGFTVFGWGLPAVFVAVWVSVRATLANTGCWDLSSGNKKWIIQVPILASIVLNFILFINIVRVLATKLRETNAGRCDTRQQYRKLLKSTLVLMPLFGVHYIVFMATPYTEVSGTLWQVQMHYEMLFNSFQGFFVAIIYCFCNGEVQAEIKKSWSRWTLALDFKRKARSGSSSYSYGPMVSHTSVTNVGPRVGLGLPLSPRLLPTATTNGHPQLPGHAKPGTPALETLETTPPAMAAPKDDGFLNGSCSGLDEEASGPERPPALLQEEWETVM
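HEK-293-derived GP2 cells expressing PTHR1 and a GloSensor cAMP reporter, 3,000/well, plated overnight, given luciferin plus IBMX (each 0.5 mM as added) for 1 h at 37 °C, then compound for 1 h at 37 °C. Luminescence was read after 15 min at room temperature.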
DRD3 agonist: D3 dopamine receptor (human) agonism; P35462; D3R DiscoveRx beta-arrestin cells, luminescence, 90 min; max activation, %; actives 0.58% (n = 410,000); in the data active means max activation above about 30%; further: 0% is about no effect; mostly tested at two doses, the higher about 12 µM
Target sequence (P35462 whole entry, looked up): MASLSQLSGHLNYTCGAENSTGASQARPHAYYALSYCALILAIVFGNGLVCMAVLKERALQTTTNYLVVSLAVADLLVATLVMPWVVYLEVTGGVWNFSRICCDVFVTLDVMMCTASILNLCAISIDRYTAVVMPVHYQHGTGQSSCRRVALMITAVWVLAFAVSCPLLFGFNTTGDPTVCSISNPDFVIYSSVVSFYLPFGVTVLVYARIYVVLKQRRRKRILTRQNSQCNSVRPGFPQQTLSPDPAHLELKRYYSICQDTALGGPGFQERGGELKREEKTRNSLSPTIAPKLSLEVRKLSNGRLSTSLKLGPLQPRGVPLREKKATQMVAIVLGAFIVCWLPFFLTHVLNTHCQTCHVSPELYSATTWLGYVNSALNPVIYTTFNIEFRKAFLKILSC
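Agonist-mode cell screen: cells plated at 1500/well and incubated overnight at 37 °C, then exposed to library compounds for 90 min at 37 °C. Detection reagent was added for 30–60 min at room temperature, and luminescence was read.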
GLP1R ag: GLP-1 receptor (human) agonism | HEK293 GLP-1R CRE-luciferase, luminescence, 4-6 h; cells express a hypersensitive GLP-1R form | Potency, µM (series often up to 45.6 µM), for inactives: at the highest dose activation, actives largely listed as activators | actives 0.007% (n = 380,000) | AID 624172 | P43220; further: potency means the concentration at half of the fitted maximal effect; % of control where 0% means no effect
D3 antag: D3 dopamine receptor (human) antagonism; D3R cells, DiscoveRx beta-arrestin luminescence, antagonist mode; active compounds read low; max response, negative = inhibition, %; actives 2.5% (n = 360,000); in the data active means max response below about -50%; inconclusive means no clear call, values can overlap the other calls; further: on the % scale 0 is the no-effect control and ±100 the full control effect; mostly tested at two doses, the higher about 12 µM
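Cells plated overnight at 1500 cells/well, then exposed to library compounds with dopamine controls for 90 minutes at 37 degrees C. DiscoveRx reagent added for 30–60 minutes at room temperature; luminescence read, quantitative HTS format.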
HEK293 tox: cytotoxic in the GLP-1 receptor inverse agonist counter-screen; HEK293 cAMP-luciferase reporter cells, luminescence, 24 h; Potency, µM (series often up to 38.3 µM), for the others: at the top dose activity change, negative = inhibition, most hits filed as inhibitors; actives 0.13% (n = 410,000); AID 624418;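 further: loss of luciferase light is scored as toxicity; potency means the concentration at half of the fitted maximal effect; on the % scale 0 is the no-effect control and ±100 the full control effect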
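Quantitative HTS format, 1536 wells, 200 cells/uL seeded. Compounds: 23 nL, 24 h, 37 °C. Detection: luciferase reagent, luminescence at 12 min RT; decreased signal taken as cytotoxic.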
KB-V1 MDR tox: KB-V1 MDR subline cytotoxicity; KB-V1 MDR cells viability, CellTiter-Glo, 72 h; AID 1347076; Potency, µM (top dose mostly 46.1 µM), for the others: at the top dose activity change, negative = cytotoxicity, actives largely listed as cytotoxic; actives 3.4% (n = 400,000); further: potency means the concentration at half of the fitted maximal effect; on the % scale 0 is the no-effect control and ±100 the full control effect; nearly all actives have a fitted effect of over 60% in size
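Cytotoxicity toward P-gp-expressing KB-V1 cells was determined as loss of CellTiter-Glo luminescence after 72 h at 37 degrees C. Compounds were tested in quantitative HTS format across a concentration range, with curves fitted to normalized data.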
TDP-43 yeast inh: TDP-43 toxicity inhibition in yeast | actives 1.8% (n = 410,000) | TDP-43 expressing yeast growth rescue, BacTiter-Glo, 24 h | Potency, µM (titrated, usually from 46.1 µM), inactives show top-dose growth rescue (activation), most hits filed as activators; further: potency means the concentration at half of the fitted maximal effect; % of control where 0% means no effect; nearly all actives have a fitted effect of over 50% in size
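Growth rescue of TDP-43-toxic yeast measured as ATP luminescence (BacTiter-Glo). Cells grown to mid-log in raffinose, induced in galactose at OD600=0.02, exposed to compound 24 hr at 30 deg C.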
GLP-1R inv ag: GLP-1 receptor (human) inverse agonism | Potency, µM (doses to about 38.3 µM), for the others: at the top dose activity change, negative = inhibition, usual class: inhibitors | P43220 | HEK293 GLP-1R CRE-luciferase, luminescence, 24 h; GLP-1R form is constitutively active | actives 1.6% (n = 410,000); further: potency means the concentration at half of the fitted maximal effect; on the % scale 0 is the no-effect control and ±100 the full control effect; nearly all actives have a fitted effect of over 55% in size
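Assay principle: reduced luminescence from a cAMP-responsive reporter in HEK293 cells co-expressing a constitutively active GLP-1R. Conditions: 24 hr compound incubation, 37 deg C, 5% CO2.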
Starred values were filed as active, the others as inactive; i = inactive; u = inconclusive; x = not tested or not shown; & = joins results of further samples; [ ] = dose if it differs, or a comment. Unless noted, the call rests on the fitted dose curve; in most records, active means well fitted curve in the direction sought with a large enough effect; inconclusive means small, poorly fitted or top-dose-only effect, or another doubt; inactive means no such curve, though single readings can be large; an effect the other way counts as inactive or inconclusive. This is a subset; rates above refer to the full screens.

Under each structure – TDP-43 yeast inh | DRD3 agonist | HEK293 tox | PTHR1 ag | aSyn rescue | GLP-1R inv ag | D3 antag | KB-V1 MDR tox | GLP1R ag
O=C(c1ccc(Cn2c(=O)[nH]c3ccsc3c2=O)cc1)N1CCN(c2ccccc2)CC1
 : 5% | 5 | -11% | i | -2% | -8% | 1 | u | 12%
COc1ccccc1-n1c(C)nc2cc(C(=O)NCCN3CCOCC3)ccc21
 : -11% | -6 | 0% | -13% | -3% | 6% | -11 | u | 3%
Cc1ccc(C(=O)COC(=O)CCc2nc3ccccc3[nH]c2=O)cc1C
 : -15% | -2 | 2% | i | 1% | 4% | -5 | 16% | 0%
CCOC(=O)c1ccc(NC(=O)CN2C(=O)COc3ccc(Cl)cc32)cc1
 : -2% | -11 | 4% | i | x | 2% | x | u | -2%
CC1(C)CC(=O)C(CC2CCCCC2=O)C(=O)C1 (stereo unspecified)
 : 5% | 2 | 4% | i | -8% | 18% | 18 | 23% | 14%
Oc1cc2c(cc1CN1CCc3ccccc3C1)OCO2
 : -11% | -26 | -10% | i | 7% | 2% | u | 0% | 3%
CC(=O)NC(C)C(=O)OCC(=O)c1ccc(-c2ccccc2)cc1 (stereo unspecified)
 : 7% | -2 | -1% | -26% | 23% | 0% | -1 | 0% | 5%
CCn1c(-c2ccc(S(=O)(=O)N3CCOCC3)cc2)csc1=Nc1ccc(C)c(Cl)c1
 : 13% | -11 | 2% | i | x | 11% | x | x | x
COc1ccc(C(C)NC(=O)c2ccccc2Cl)cc1OC (stereo unspecified)
 : 21% | 2 | -2% | i | 11% | 8% | 5 | u | -2%
CC(=O)Nc1ccc(S(=O)(=O)/N=C2\SCCN2S(=O)(=O)c2ccc(NC(C)=O)cc2)cc1
 : u | -2 | 6% | i | 0% | 2% | u | 14% | 3%
CN(C)S(=O)(=O)c1cccc(NC(=O)c2cc(-c3cccs3)nc3ccccc23)c1
 : 16% | -1 | -29% | i | 5% | u | 52 | u | -26%
COc1cccc(-c2cc(C(=O)Nn3cnnc3)c3ccccc3n2)c1
 : -5% | -13 | 2% | -19%[57.5 µM] | -19% | -10% | -24 | 3% | -2%
O=C(NCCN1CCOCC1)c1ccc2c(c1)N(Cc1ccccc1F)C(=O)CS2
 : 7% | 0 | -11% | -1% | 2% | -12% | 11 | -22% | 0%
CC(=O)Oc1ccc(N(C(C)=O)S(=O)(=O)c2ccc(C)c([N+](=O)[O-])c2)cc1
 : 8% | -7 | u | -48%[inhibitor] | -2% | -5% | -7 | 9% | 1%
O=C(C1CCC1)N1CCc2cc(S(=O)(=O)NCCN3CCN(c4ccccc4F)CC3)ccc21
 : 7% | 67* | -21% | -20%[57.5 µM] | 6% | u | -28 | u | 10%
O=C(COC(=O)c1ccccc1)c1ccc(Br)cc1
 : u | -10 | 25% | -10%[57.5 µM] | -5% | 7% | -13 | -7% | -3%
CCOc1cc(S(=O)(=O)NC2CCCC2)ccc1Cl
 : 20µM* | -2 | -4% | -19% | 0% | u | 1 | -13% | 15%
CCOc1ccc(NC(=O)CSc2nc3ccccc3nc2N2CCOCC2)cc1
 : -3%&14% | 3&5 | 8%&-14% | -3%&-21% | 1% | -9%&-2% | -18 | 0%&8% | 15%
COc1cc(CN2C[C@@H](CO)O[C@@H](n3cnc4c(N(C)C(C)C)ncnc43)C2)cc(OC)c1OC
 : 20% | 1 | 1% | -22% | 12% | 26% | 28 | 2% | -3%
Cc1ccc(S(=O)(=O)CCC(=O)Nc2ccccc2C)cc1
 : 3% | -12 | -5% | i | 1% | 7% | -5 | 5% | 6%
Cc1ccc(-n2c(O)c(C=Nc3ccc(S(=O)(=O)Nc4ncccn4)cc3)c3ccccc3c2=O)cc1C
 : 14% | -4 | 23% | -39%[inhibitor] | 10% | 10% | 2 | -8% | 2%
CCCC(=O)N(Cc1cc2cc(C)ccc2[nH]c1=O)c1ccccc1OC
 : 20% | 2 | 4% | -17%[57.5 µM] | 1% | -31% | 5 | -27% | -1%
O=C(/C=C/c1cccc([N+](=O)[O-])c1)c1ccc([N+](=O)[O-])o1
 : -91% | -63 | -21% | -23% | -77%[inhibitor] | 15% | -137* | 0% | -12%
COc1ccc(N(C(=O)c2ccco2)S(=O)(=O)c2ccccc2)cc1
 : 0% | 15 | -12% | -6% | -4% | 0% | 20 | -5% | 10%
CC(C)N(CC#CCC(O)(c1ccccc1)C1CCCC1)CCO (stereo unspecified)
 : 17% | -13 | -1% | -14% | -5% | u | -4 | -4% | -3%
COc1ccc(-c2nnc(SCC(=O)N3CCOCC3)o2)cc1OC
 : -9% | -9 | 1% | -1% | -3% | 19% | u | 6% | 1%
O=C(NC1CC1)C1=C[C@H](C2CCCCC2)C[C@H](OCc2ccc(CO)cc2)O1
 : 6% | -11 | -4% | i | u | u | -8 | 0% | -2%
CCn1nc(NS(=O)(=O)c2ccc([N+](=O)[O-])cc2)c2cc3ccc(C)cc3nc21
 : 13% | 0 | -26% | -41%[inhibitor] | 3% | 7% | -12 | 2% | 9%
O=C(OCC(=O)N1CCOCC1)c1ccccc1Cc1ccccc1
 : -11% | -3 | 6% | -3% | -2% | -29% | -20 | 8% | -10%
CC1(c2nnc(Cc3ccccc3)o2)CC(c2ccncc2)=NO1 (stereo unspecified)
 : -15% | -10 | 20% | -11% | -6% | 24% | -12 | 4% | -1%
Oc1ccc(-c2nc3ccccn3c2NCc2ccco2)cc1
 : -22% | 0 | -2% | i | -4% | 2% | 3 | 0% | 8%
CCOC(=O)c1ccc(NC(=O)COc2ccccc2OC)cc1
 : u | 2 | -9% | 0%[57.5 µM] | -4% | -12% | 25 | 15% | 7%
COc1ccc(COC(=O)c2ccc(Cl)c(S(=O)(=O)N3CCOCC3)c2)cc1F
 : -17% | 5 | 0% | -19% | -5% | u | -1 | x | 9%
OC(Cc1ccccc1)c1ncc(-c2ccc(Cl)cc2)[nH]1 (stereo unspecified)
 : 13% | 3 | -24% | -36%[inhibitor] | 12% | u | -1 | 12µM* | 6%
O=C(Cc1cccs1)Nc1ccc(-c2nnc(-c3ccccc3)o2)cc1
 : 17% | 6 | 1% | -26% | -6% | 0% | 11 | -3% | -7%
CCN(c1ccccc1)S(=O)(=O)c1cc(NC(=O)Nc2ccccc2C#N)ccc1Cl
 : 18% | -14 | 7% | -40%[inhibitor] | 6% | u | -21 | -24% | 0%
Cc1c(Cl)cccc1NC(=O)CSc1nc(=O)[nH]c2c1CCC2
 : 0% | 1 | 2% | -6% | x | 10% | x | x | x
Cc1cc(C)n2nc(SC(C)C(=O)N3CC(C)OC(C)C3)nc2n1 (stereo unspecified)
 : -4% | -16 | 9% | u | -3% | 18% | -12 | x | 3%
OCc1cnc(SCc2ccccc2F)n1Cc1ccc(F)cc1
 : 8% | 1 | -2% | -20% | 1% | -26% | x | -4% | -7%
COc1cc(/C=C2\SC(=O)N(CC(=O)Nc3ccc(C)cc3)C2=O)cc(Cl)c1OCC(=O)O
 : 0% | 2 | 0% | -18% | 0% | -8% | 0 | u | -5%
Clc1ccc(-c2nc(CSc3ccccn3)cs2)cc1
 : 27% | 3 | 3% | -37%[inhibitor] | -26% | u | 12 | 3% | -2%
O=C(c1ccco1)N(Cc1ccco1)c1ccc(O)cc1
 : 6% | 4 | -4% | i | 0% | -28% | 6 | -18% | -12%
C=C(C)Cn1c(N2CCC(Cc3ccccc3)CC2)nc2c1c(=O)[nH]c(=O)n2C
 : 3% | 7 | -20% | -11% | -2% | -27% | 11 | u | 6%
O=C(O)/C=C/C(=O)Nc1ccc(SC(F)(F)C(F)(F)C(F)(F)F)cc1
 : 24% | -6 | -6% | -6% | -7% | u | 5 | 3% | -2%
CCNC(=S)NNC(=S)NCc1ccccc1
 : 19% | -8 | -9% | i | -6% | 4% | -9 | 28% | 0%
CCCn1cc(S(=O)(=O)c2ccc(C)cc2)c(=O)c2cc(OC)c(OC)cc21
 : 13%&26% | 0&1 | -8%&-13% | -25%&-15% | -1% | 106%&50%[activator] | 21 | 16%&-1% | 33%
O=C(Nc1ccc(F)cc1F)C1CCCN1S(=O)(=O)c1cccc2nsnc12 (stereo unspecified)
 : 26%&44% | -8&9 | -12%&-7% | -2% | 6% | 2%&13% | 0 | -25%&-20% | 3%
Cc1[nH]c2ccccc2c1C(=O)COC(=O)c1c(-c2ccccc2Cl)noc1C
 : -12% | 3 | -7% | -28% | -18% | u | 10 | -14% | -2%
COc1cccc(-n2ccnc2SCC(=O)N2CCCc3ccccc32)c1
 : 1% | -8 | -12% | -73%[inhibitor] | -1% | u | -5 | u | 7%
Cc1cccc(C(=O)N2CCCC(N3CCN(c4cccc(Cl)c4)CC3)C2)n1 (stereo unspecified)
 : -10% | 6 | 13% | -15% | -4% | 6% | 4 | u | -10%

Continuation:
Under each structure – TDP-43 yeast inh | DRD3 agonist | HEK293 tox | PTHR1 ag | aSyn rescue | GLP-1R inv ag | D3 antag | KB-V1 MDR tox | GLP1R ag
O=C(NCCc1ccccc1)c1cc(S(=O)(=O)N2CCCC2)ccc1F
 : 9% | 3 | -30% | i | 2% | -5% | 6 | 2% | 0%
COC(=O)c1cc(S(=O)(=O)NCc2cccs2)c[nH]1
 : 10% | 4 | 2% | i | -9% | 11% | -4 | -15% | 2%
Cc1ccc(Cc2c(C)nn(-c3nc(C)c(C(=O)N4CCCCC4C)s3)c2C)cc1 (stereo unspecified)
 : 21% | -3 | 1% | i | x | -16% | x | 6% | x
CC(=O)c1ccc(OCc2c(-c3ccccc3)nnn2CC(=O)NS(=O)(=O)c2ccccc2C)cc1
 : 5% | -1 | 1% | i | -2% | 35%[activator] | -3 | 6% | 1%
